ARNT-TACC3 inh: disruptors of ARNT/TACC3 protein interaction, primary screen, biochemical, AlphaScreen, single concentration | Transforming acidic coiled-coil-containing protein 3 (Homo sapiens), Q9Y6A5 | AlphaScreen His-ARNT PAS-B/GST-TACC3 binding, luminescence; TACC3 fragment carries E629A point mutation | inhibition, % at 9.99 µM | actives 0.66% (n = 390,000) | AID 623870, 2012;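 active means mean inhibition of replicates at least 50% and at least half of replicates each reaching 50%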;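 further: 0% = complete ARNT plus TACC3 wells and 100% = ARNT alone without TACC3; many hits fall short of the cut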
GSIS activator: GLuc luminescence reporter in INS-1E cells, primary screen for activators of glucose-dependent secretion of insulin; INS-1E GLuc reporter insulin secretion, 2-3 h; activation, % at 16.6 µM; actives 0.61% (n = 370,000);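 active means lowest replicate activation of at least 40%, so every replicate reaches that level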;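 further: 0% = median of neutral control wells and 100% = median of IBMX positive control wells; some compounds called inactive have numbers as strong as hits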
* marks the source's active call; other numbers are inactive results. This is a subset; rates above refer to the full screens.

Every second line gives: ARNT-TACC3 inh, GSIS activator
- O=C(CCn1nc(-c2ccc(Cl)cc2)ccc1=O)NCc1ccccn1
 : 41, 9
- CCOC(=O)N1CCN(C(=O)CN(c2cc(C(F)(F)F)ccc2Cl)S(C)(=O)=O)CC1
 : 4, -3
- CC(C)Oc1cccc(-c2cc(C(=O)N3CCN(S(C)(=O)=O)CC3)c3ccccc3n2)c1
 : -7, 5
- CCCCOC(=O)Nc1ccccc1C(=O)N1CCCC1
 : -8, -4
- CC(C)OC(=O)CSc1nnc(Cc2ccccc2)n1Cc1ccco1
 : 6, 5
- COc1ccc(S(=O)(=O)N2CCCC(C(=O)Nc3ccc(NC(=O)c4ccccn4)cc3)C2)cc1 (stereo not drawn)
 : 1, -31
- CCCC(C)C(=O)Nc1ccc(Cl)cc1Cl (stereo not drawn)
 : -1, -2
- CCCN(CCC)C1=N/C(=C\c2ccco2)C(=O)N1c1ccccc1
 : -5, -8
- CCOC(=O)C1=C(C)NC(SCC(N)=O)=C(C#N)C1c1ccccc1 (stereo not drawn)
 : 1, 24
- CCOC(=O)C1(C(=O)OCC)CC1c1ccccc1 (stereo not drawn)
 : 0, 7

Record cards, from the list above. Order of values: ARNT-TACC3 inh, GSIS activator
CCOC(=O)C1=C(C)NC(SCC(N)=O)=C(C#N)C1c1ccccc1 (stereo not drawn) as listed: 1, 24
COc1ccc(S(=O)(=O)N2CCCC(C(=O)Nc3ccc(NC(=O)c4ccccn4)cc3)C2)cc1 (stereo not drawn) as listed: 1, -31

Next results follow:
Every second line gives: ARNT-TACC3 inh, GSIS activator
- CCCCCNC(=O)C(C)Sc1ccc(Cl)cc1 (stereo not drawn)
 : 7, -13
- CC(O)c1nc2ccccc2n1C1CCCCC1 (stereo not drawn)
 : 3, 63*
- CCc1ccc(C(=O)N2CCN(c3ccc(F)cc3)CC2)s1
 : -5, 4
- Cc1cc(N2CCN(S(=O)(=O)Cc3ccccc3)CC2)n2ncnc2n1
 : -1, 11
- Cc1ccc(Nc2ccc([N+](=O)[O-])nc2[N+](=O)[O-])cc1
 : -4, 22
- Cc1ccc(S(=O)(=O)N2CCOCC2)cc1C(=O)NCc1ccc(F)cc1
 : -7, 3
- Cc1cc(=O)oc(C)c1C(=O)NCc1ccco1
 : -3, 9
- C=CCN=C(NC#N)SCc1ccccc1
 : -7, 23
- CC(Oc1ccc(Cl)cc1Cl)C(=O)N/N=C1\CCCc2ccccc21 (stereo not drawn)
 : -5, 7
- CCc1nc(N2CCN(C(=O)c3ccco3)CC2)c2oc3ccccc3c2n1
 : 11, -8
- N#Cc1ccccc1-n1c(N)c(C(=O)N2CCCC2)sc1=S
 : 10, -4
- CCOC(=O)c1cc2sc(C)cc2n1CC(=O)N1CCOCC1
 : -9, 13
- COc1ccc(CNCc2cc3c(C(C)(C)C)nn(-c4ccccc4)c3[nH]c2=O)cc1
 : 3, -22
- CCOc1cc(S(=O)(=O)Nc2cc(C)cc(C)c2)ccc1Cl
 : -7, -9
- COCc1nnc(NC(=O)CCCCCN2C(=O)c3ccccc3C2=O)s1
 : -6, 5
- COc1ccc(N2CCN(C(=O)c3ccc(C)cc3Cl)CC2)cc1
 : 3, 7
- COCCNCCCCOc1ccccc1-c1ccccc1
 : -4, 19
- CCOC(=O)CSc1nnc(CNC(=O)c2ccc(S(=O)(=O)N3CCCC3)cc2)n1C
 : -2, 4
- COc1ccc(CN2C(=O)C(O)(CC(=O)c3ccc4c(c3)OCO4)c3ccccc32)cc1OC (stereo not drawn)
 : 4, -8
- O=C(CS(=O)(=O)Cc1ccccc1)Nc1ncccn1
 : 0, 22

3 compounds already listed, ordered by their value in ARNT-TACC3 inh, rising:
Every second line gives: ARNT-TACC3 inh, GSIS activator
- CCOC(=O)c1cc2sc(C)cc2n1CC(=O)N1CCOCC1
 : -9, 13
- COCCNCCCCOc1ccccc1-c1ccccc1
 : -4, 19
- O=C(CS(=O)(=O)Cc1ccccc1)Nc1ncccn1
 : 0, 22

Further compounds follow.
Every second line gives: ARNT-TACC3 inh, GSIS activator
- CN1CCc2nc3sc(C(=O)C45CC6CC(CC(C6)C4)C5)c(N)c3cc2C1
 : -12, -3
- CCOC(=O)N1CCN(C(=O)c2cc(OC)cc(OC)c2)CC1
 : -1, -5
- O=C(Nc1nc2ccccc2s1)C1CC(=O)N(c2ccc(Cl)cc2)C1 (stereo not drawn)
 : -2, -3
- Cc1ccc(S(=O)(=O)N2CCN(C(=O)C3Cc4ccccc4CN3C(=O)c3ccco3)CC2)cc1 (stereo not drawn)
 : -3, 13
- CNC(=O)CC(=O)Nc1ccccc1C(=O)O
 : -6, 9
- COCCn1nnnc1C(c1ccccc1)N1CCN(c2ccccc2)CC1 (stereo not drawn)
 : -4, 17
- O=C(c1csc2c1CCCC2)N1CCCCC1
 : 5, 17
- CC(C)CNS(=O)(=O)c1ccc(CCC(=O)Nc2cc(Cl)ccc2Oc2ccccc2)cc1
 : -14, -37
- CCOc1ccc(Cc2nn[nH]n2)cc1
 : -3, -5
- O=C(COc1ccccc1Br)NCCc1nc2ccccc2[nH]1
 : -6, 13
- O=C1CC(N2CCOCC2)C(=O)N1c1ccc2c(c1)OCO2 (stereo not drawn)
 : 7, 27
- Cc1ccc(C(=O)C2OC(=O)C(C)(C)C(=O)C2(C)C)cc1 (stereo not drawn)
 : -7, 6
- CCOC(=O)c1cnc(-n2nc(C)cc2C)nc1Nc1ccc(N(C)C)cc1
 : 2, 14
- O=S(=O)(c1ccccc1)c1nc(-c2ccccc2Cl)oc1NCCN1CCOCC1
 : 4, 8
- COC(=O)c1ccc(COc2ccc(/C=C(\C#N)c3nc4ccccc4[nH]3)cc2OC)o1
 : -2, -27
- Cc1nn(C)cc1C(=O)Nc1c(C)nn(Cc2ccccc2Cl)c1C
 : -6, -2
- O=C(NCCCN1CCOCC1)c1cc2c(s1)CSC2
 : -4, 5
- COC(=O)Cn1ncc2c3ccccc3n(Cc3ccccc3)c2c1=O
 : -3, 18
- COc1ccc(-c2cc(C(F)(F)F)nc(N3CCN(C)CC3)n2)cc1
 : 16, 4
- CCOC(=O)c1ccc(NC(=O)CN2C(=O)CCC2=O)cc1
 : -1, 19
- Cc1nnc(SCCn2c(N3CCC(C)CC3)nc3c2c(=O)[nH]c(=O)n3C)s1
 : 28, 2
- COC(=O)c1ccc(C2C(Oc3ccccc3)C(=O)N2CCc2ccc(OC)c(OC)c2)cc1 (stereo not drawn)
 : 11, 9
- CCN1C(=S)SC(=O)C1=C1C=C(C)N(Cc2ccco2)C(C)=C1
 : 2, -22
- Cc1ccc(C(=O)OCCN2CCN(c3ncc(C(F)(F)F)cc3Cl)CC2)cc1
 : -3, -16
- COc1cc(C)nc(N2CCCC(C(=O)Nc3cc(Cl)ccc3OC)C2)n1 (stereo not drawn)
 : -5, 7
- O=S(=O)(Cc1ccccc1)N1CCN(Cc2ccccc2)CC1
 : -25, 18
- Cc1ccccc1NC(=S)NNC(=O)c1csc2c1CCC(C)C2 (stereo not drawn)
 : 21, -9
- Nc1nc2ccc(C(=O)Nc3ccccc3)cc2s1
 : 34, 33
- Cc1c(NC(=O)/C=C/C(=O)O)cccc1[N+](=O)[O-]
 : 1, -2
- N=c1sccn1CC(=O)Nc1cccc2ccccc12
 : -16, 10
- c1ccc(-c2nn3c(C4CCCCC4)nnc3s2)cc1
 : -7, 28
- CCOC(=O)C1(CC/C(C)=N\NC(N)=O)CC(C)OC1=O (stereo not drawn)
 : 0, -1
- CCN(CC)C(=O)Oc1ccc2c(=O)c(-c3ccc(OC)cc3)c(C)oc2c1
 : 3, -8
- COc1ccc(-c2nnn(CC(=O)N(CC(=O)NC3CCCC3)c3cccc(C)c3)n2)cc1OC
 : -11, -3
- CCOC(=O)/C(C(N)=NCc1ccco1)=C(/O)c1ccccc1
 : 4, 9
- CCCOC(=O)c1ccc(Nc2nc(C)cc(=O)[nH]2)cc1
 : -7, -1
- O=C(CSc1nnc(-c2cccc(S(=O)(=O)N3CCCCC3)c2)o1)NCCC1=CCCCC1
 : 4, -19
- CCOC(=O)C(C)n1nc(C)c2sc3ccccc3c2c1=O (stereo not drawn)
 : 0, 8
- Cc1ccc(C(=O)NC(=S)NNC(=O)c2ccccc2[N+](=O)[O-])cc1
 : -6, 5
- Cc1cc(=O)n2c(C)n[nH]c2n1
 : -1, 31
- CN1C(=O)c2ccccc2N(C)C1c1ccc2c(c1)OCO2 (stereo not drawn)
 : -6, -1
- O=C(NC1CCCCC1)N(Cc1cc2cc3c(cc2[nH]c1=O)OCCO3)C1CCCCC1
 : 1, -14
- Cc1cc(C)n2[nH]c(=O)c(N=Nc3cccc(Cl)c3)c2n1
 : -7, 15
- O=C(NCC1CCCO1)c1cccc(F)c1 (stereo not drawn)
 : -10, -1
- CCOc1cc(CNc2ccc(N3CCOCC3)cc2)cc(Br)c1OCC
 : 32, -12
- Cn1c(N)c(C(=O)Nc2ccc3ccccc3c2)sc1=S
 : 6, 86*
- COc1cccc2cc(C(=O)n3ccc(C)n3)c(=O)oc12
 : -1, -20
- Cc1ccc(C(=O)N/C(=C\c2cn(-c3ccccc3)nc2-c2ccccc2)C(=O)N2CCOCC2)cc1
 : -7, -3
- Cc1ccc(S(=O)(=O)Cc2ccc(C(=O)OCc3ccccc3)cc2)cc1
 : -3, 16
- CN(C)S(=O)(=O)N1CCN(C(=O)c2ccccc2)CC1
 : -2, 13

Continued:
Every second line gives: ARNT-TACC3 inh, GSIS activator
- Oc1cnn(-c2ccccc2)c1
 : 0, 2
- CC1=Nc2cc(C(=O)NCc3ccco3)ccc2Sc2ccc(C)cc21
 : -10, -3
- Cc1ccc(S(=O)(=O)NCC(=O)N(CC(=O)NC2CCCC2)c2ccc3c(c2)OCCO3)cc1
 : -4, 1
- CCCCCn1c(N)c(-c2nc3ccccc3s2)c2c([N+](=O)[O-])nn(CC)c(=O)c21
 : 4, -20
- CCN(CC)CC(=O)Nc1ccc(C)cc1Br
 : -12, -7
- C=CCNC(=S)NNC(=O)c1ccc(OCC)cc1
 : -28, 19
- COc1cccc(OCc2nnc(SCC(=O)OCc3ccccc3)o2)c1
 : -4, 11
- Cc1cccc(NC(=O)Cn2nnc(C(=O)NCc3cccs3)c2N)c1C
 : 24, 5
- COc1cccc(C2=NOC(C(=O)Nc3ccc(C(C)=O)cc3)C2)c1 (stereo not drawn)
 : 8, 30
- CN(C(=S)Nc1ccccc1F)C1(c2ccccc2Cl)CCCCC1=O (stereo not drawn)
 : 4, 9
- C(=N\n1cnnc1)/c1cn(Cc2ccccc2)c2ccccc12
 : -4, 9
- Cn1c(NCC(O)c2ccccc2)nc2c1c(=O)n(Cc1ccc(Cl)c(Cl)c1)c(=O)n2C (stereo not drawn)
 : -18, -19
- CCCn1c(SCC(=O)NC2CCCC(C)C2C)n[nH]c1=O (stereo not drawn)
 : 26, 19
- O=C1CC(O)(C(F)F)Oc2ccc3ccccc3c21 (stereo not drawn)
 : 10, 20
- Cn1nc(N)c2c(-c3ccc(Cl)cc3)c(C#N)c(N)nc21
 : -23, -2
- Oc1ccc(CNCC2COc3ccccc3O2)cc1 (stereo not drawn)
 : 12, 11
- COC(=O)c1cccc(S(=O)(=O)N(Cc2ccco2)Cc2cc3ccc(OC)cc3[nH]c2=O)c1
 : 2, -24
- O=C(c1ccccc1)N1CCN2C(=O)c3ccccc3C12c1ccc(Cl)cc1 (stereo not drawn)
 : -4, -20
- COc1ccc(NC(=O)C2CCCN(S(=O)(=O)c3c(C)[nH]c(=O)[nH]c3=O)C2)cc1 (stereo not drawn)
 : -36, 11
- CCC(C)c1ccc(NC(=O)c2cccnc2)cc1 (stereo not drawn)
 : -6, 15
- CCN(CC)CC(=O)Nc1nn(-c2ccccc2)nc1C(N)=O
 : -4, 10
- CCCOc1ccc(C(=O)NC(=S)Nc2nc(C)c(C(=O)N(C)C)s2)cc1
 : 8, 10
- COCCCNC(=O)c1cn(C)c(=O)c2cc(OC)c(OC)cc12
 : 24, 16
- O=c1c2ccccc2sn1-c1cc(S(=O)(=O)N2CCOCC2)ccc1N1CCOCC1
 : 1, 208*
- O=C(c1ccco1)N(CCCN1CCOCC1)c1nc(-c2ccc(Cl)cc2)cs1
 : -1, 30
- COc1ccccc1N(CC(=O)Nc1c(C)cccc1C)S(C)(=O)=O
 : -3, -1
- CC1CN(C(=O)c2ccc(N3CCCCC3)c([N+](=O)[O-])c2)CC(C)O1 (stereo not drawn)
 : -2, 6
- CC(C)CCNC(=O)C1CCN(c2nc3ccccc3o2)CC1
 : 5, -8
- Cc1ccc(NC(=O)CN2C(=O)C3CCCCN3C(=O)c3ccccc32)cc1 (stereo not drawn)
 : -2, -7
- COCCCNC(=O)c1ccc2c(c1)CCN2S(C)(=O)=O
 : -17, 1
- COc1ccc(NC(=O)CSc2nc(N3CCCCC3)nc(N3CCCCC3)n2)cc1
 : 18, 8
- CCn1c(SCc2cc(=O)[nH]c3ccccc23)nnc1C1CC1
 : -1, 15
- COc1cccc(/C=C2\SC(=S)NC2=O)c1OS(=O)(=O)c1ccc(NC(C)=O)cc1
 : -23, 3
- CC(=O)Nc1cccc(NC(=O)CSc2nnc(Cc3cccn3C)n2-c2ccc(C)cc2)c1
 : 7, 2
- CCN1CCN(C(=O)C2=C(C(=O)O)CCCC2)CC1
 : -7, 12

Given in CSV form: entries from further up.
canonical_smiles,ARNT-TACC3 inh,GSIS activator
COc1cccc(/C=C2\SC(=S)NC2=O)c1OS(=O)(=O)c1ccc(NC(C)=O)cc1,-23,3
CC(=O)Nc1cccc(NC(=O)CSc2nnc(Cc3cccn3C)n2-c2ccc(C)cc2)c1,7,2

Assay outcomes (PubChem)
